Compound activity from PubChem BioAssay.
MT1-MMP act inh: inhibitors of human MT1-MMP activation. P50281. HT1080 RFP-PRO-GFP cells, GFP/RFP ratio fluorescence, overnight; percent of plate control window, DMSO zero. GFP/RFP ratio change, % at 20 µM. 360,000 tested, 0.061% active. AID 651647;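 active = GFP/RFP ratio change of at least 30% with cell ATP level not reduced by more than half and red fluorescence within 50% of control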; note: strong numbers were not always called active
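Test system: HT1080 cells expressing an RFP-PRO-GFP fluorescent reporter construct / Compound dosing: single-point 20 µM compound, 1% DMSO / Schedule: cells overnight before dosing, compound overnight, 37 °C, 5% CO2 / Evaluation: GFP/RFP fluorescence ratio / Control set: DMSO and RFP-L50D-GFP cell wells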
Rin1 Abl inh: inhibitors of human Rin1-Abl protein interaction. P00519+Q13671. TR-FRET Rin1/Abl binding, biochemical. inhibition, % at 7.35 µM. 360,000 tested, 0.4% active. AID 588664; in the data active = inhibition above about 5%, passing the limit was not always enough
PABP1 MLLE inh: blocks PAM2 peptide binding to the PABP1 MLLE domain | 360,000 tested, 0.36% active | GST-MLLE / FITC-PAM2 fluorescence polarization | P11940 | inhibition, % at 20 µM; in the data active = inhibition above about 35%, passing the limit was not always enough;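 note: plate controls were DMSO wells with GST-MLLE for no effect and wells lacking GST-MLLE protein for full effect; some results filed as inactive read as strong as hits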
MsrA act: activators of bovine methionine sulfoxide reductase A | 360,000 tested, 0.3% active | activation, % at 10.6 µM | purified bovine MsrA, absorbance read-out; in the data active = activation above about 7.5%;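 note: 0% = vehicle and 100% = reference activator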
CendR NRP1 mod: modulators of CendR peptide binding to human neuropilin-1; FAM-RPARPAR peptide binding to NRP-1, fluorescence polarization; O14786; 360,000 tested, 0.85% active; AID 602438; inhibition, % at 25 µM;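 active = inhibition or corrected inhibition above about 18%, plus a signal ratio from 0.5 to 1.5, limit read from the data, passing the limit was not always enough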; note: strong numbers were not always called active
Target sequence (O14786 whole entry, looked up): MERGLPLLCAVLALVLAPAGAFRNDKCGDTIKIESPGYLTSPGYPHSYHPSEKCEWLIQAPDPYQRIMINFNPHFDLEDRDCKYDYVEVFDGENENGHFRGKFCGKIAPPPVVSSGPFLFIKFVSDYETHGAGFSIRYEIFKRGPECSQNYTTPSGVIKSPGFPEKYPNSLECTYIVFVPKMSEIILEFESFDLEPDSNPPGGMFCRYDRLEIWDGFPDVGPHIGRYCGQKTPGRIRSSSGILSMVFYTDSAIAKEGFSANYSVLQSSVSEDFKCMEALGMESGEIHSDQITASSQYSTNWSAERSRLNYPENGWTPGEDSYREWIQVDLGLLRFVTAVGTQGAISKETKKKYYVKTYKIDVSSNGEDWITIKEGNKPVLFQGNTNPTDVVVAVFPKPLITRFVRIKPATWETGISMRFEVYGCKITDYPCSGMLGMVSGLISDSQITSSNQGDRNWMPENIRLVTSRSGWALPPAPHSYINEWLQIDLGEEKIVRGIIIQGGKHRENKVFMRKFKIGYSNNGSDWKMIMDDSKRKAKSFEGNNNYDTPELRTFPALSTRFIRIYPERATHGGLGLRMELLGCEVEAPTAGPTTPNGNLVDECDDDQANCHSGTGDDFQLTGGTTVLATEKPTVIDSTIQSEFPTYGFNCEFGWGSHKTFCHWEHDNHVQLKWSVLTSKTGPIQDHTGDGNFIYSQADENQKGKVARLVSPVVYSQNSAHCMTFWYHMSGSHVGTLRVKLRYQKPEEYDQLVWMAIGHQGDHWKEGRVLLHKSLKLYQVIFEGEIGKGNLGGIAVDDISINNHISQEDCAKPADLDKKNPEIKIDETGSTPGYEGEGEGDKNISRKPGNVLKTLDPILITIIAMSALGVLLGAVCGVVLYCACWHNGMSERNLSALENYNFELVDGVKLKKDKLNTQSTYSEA
Neddyl block: cullin neddylation inhibition | TR-FRET cullin neddylation, biochemical | calls only at 25 µM | 360,000 tested, 0.58% active; in the data active = inhibition above about 36%
SKN-1 inh: C. elegans SKN-1 inhibition; C. elegans VP596 Pgst-4::GFP/RFP ratio, acrylamide-induced, 24 h; inhibition, % at 21.8 µM; 360,000 tested, 0.49% active;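 active = interference check ratio from 0.5 to 1.5 plus GFP to RFP signal ratio inhibition reaching or exceeding a fixed threshold, cut at about 30% in these data, passing the limit was not always enough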; note: some compounds called inactive have numbers as strong as hits
FAS-TE inh: blocks the thioesterase domain of human fatty acid synthase | AID 602261 | 360,000 tested, 0.67% active | inhibition, % at 15 µM | P49327 | recombinant FAS-TE, OMFH fluorogenic substrate, fluorescence endpoint;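 active = compounds whose normalised, plate-corrected inhibition of enzyme fluorescence in the single-dose primary screen is 50% or more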;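 note: 0% = DMSO with enzyme and 100% = substrate without enzyme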
E coli Lon inh: E. coli protease La inhibition; P0A9M0; purified E. coli Lon protease, fluorescence polarization; inhibition, % at 7.94 µM; 360,000 tested, 0.42% active; AID 602123; in the data active = inhibition above about 13%, passing the limit was not always enough;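 note: 0% = enzyme with probe and DMSO and 100% = no enzyme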
Active calls of the source: *; i = inactive; nt = not tested or not shown. Compounds as they come; any-hit rate near 4%.

cpd	SMILES	MT1-MMP act inh	Rin1 Abl inh	PABP1 MLLE inh	MsrA act	CendR NRP1 mod
1	COC(=O)c1ccccc1S(=O)(=O)N1CCC(C(=O)OCC(=O)c2ccccc2OC)CC1	1.4	5.5	17.1	-6.5	6.7
2	CN(C)N1C(N)=C(C#N)C(c2ccc(Br)cc2)C2=C1CCCC2=O (configuration not stated)	0.5	1.6	-4.5	-2.6	1.5
3	COc1ccc(C(CNC(=O)c2ccc(NS(=O)(=O)c3ccc(F)cc3)cc2)N2CCOCC2)cc1 (configuration not stated)	0.9	3.4	-6.2	-3.3	15.3
4	O=S(=O)(Cc1ccccc1)Nc1ccc(F)cc1	0.2	1.8	-2.4	-2.2	-6.4
5	COCCN1Cc2cccc(C(=O)Nc3ccccc3OC)c2C1=O	-3.2	-1.3	0.2	-3.0	2.6
6	Cc1c(C(=O)N2CCCC2)sc(NC(=O)c2cccs2)c1C#N	-9.7	-0.2	-1.6	-3.9	-12.1
7	C[C@@H]1CN([C@@H](C)CO)C(=O)CCCn2cc(nn2)CO[C@H]1CN(C)C(=O)Oc1ccccc1	1.7	0.7	5.1	-4.0	-1.0
8	CCOc1ccc(NC(=O)c2ccccn2)cc1	-2.9	0.2	-0.4	0.3	2.8
9	CSCCC(C(=O)NCc1cccs1)N1C(=O)c2ccccc2C1=O (configuration not stated)	-5.6	3.0	2.1	-1.8	-4.0
10	COc1ccc(CCNC(=O)COC(=O)c2cncc(Br)c2)cc1OC	-1.2	1.2	-12.8	-1.3	-4.4
11	Cc1ccc2c(C(=O)CN3CCC4(CC3)OCCO4)c(C)[nH]c2c1	0.0	-1.3	-4.0	-0.4	7.9
12	Cc1nn(-c2ccccc2)c(C)c1NC(=O)COC(=O)c1ccc(O)cc1O	4.8	1.2	1.9	-5.0	11.3

cpd	Neddyl block	SKN-1 inh	FAS-TE inh	E coli Lon inh
1	i	3.9	19.4	3.6
2	i	0.6	2.6	-8.6
3	i	-9.3	-2.5	-13.5
4	i	2.7	-6.0	-5.6
5	i	0.7	-7.2	-1.6
6	i	-0.9	-10.4	-16.8
7	i	-9.2	-7.0	-10.4
8	i	25.5	-7.4	-2.4
9	i	-5.2	6.0	-9.5
10	i	2.2	-6.9	2.5
11	i	18.0	-2.0	-6.0
12	i	-19.1	-2.8	-7.1

Continued:
cpd	SMILES	MT1-MMP act inh	Rin1 Abl inh	PABP1 MLLE inh	MsrA act	CendR NRP1 mod
13	CN(CCc1ccccc1)C(=O)c1cccc(NC(=O)Cc2cccc(NC(=O)C3CCN(C(=O)C4CC4)CC3)c2)c1	4.2	0.3	1.4	-2.6	-9.7
14	COc1ccc(CNC(=O)CN(C(=O)c2csnn2)c2cccc(F)c2)cc1	0.5	0.4	15.0	-2.5	10.7
15	O=C(CSc1nnc(CN2CCOCC2)n1-c1ccc(Cl)cc1)N1CCc2ccccc21	-1.9	2.6	-8.2	-9.0	9.2
16	Cc1ccccc1NC(=O)CC1C(=O)NCCN1C(=O)c1cccc(Cl)c1 (configuration not stated)	0.1	-1.4	0.9	-3.9	15.3
17	COc1ccc(-n2nnc3c(=O)n(Cc4ccccc4C)cnc32)cc1	3.9	-1.9	4.0	0.1	3.5
18	Cc1cccc(Cn2cc3c(=O)n(Cc4cccc(F)c4)nc-3c3ccccc32)c1	-2.8	1.6	-11.6	0.3	-14.4
19	COc1ccc(N2CCN(C(=O)CSc3nc4ccccc4c(=O)[nH]3)CC2)cc1	-0.2	0.9	-3.6	-1.1	-1.0
20	COc1ccccc1-c1nnc(SCC(=O)O)n1-c1ccccc1	-2.7	1.7	-8.6	-2.1	6.1
21	O=[N+]([O-])c1cc(-c2n(-c3ccccn3)c3ccccc3[n+]2-c2ccccn2)ccc1Cl	0.2	-1.2	-5.0	-0.3	-8.9
22	CC1CCCC(NC(=O)c2ccc(F)c(S(=O)(=O)N3CCOCC3)c2)C1C (configuration not stated)	-0.6	2.1	-20.7	-2.3	17.3
23	CCc1ccc(OCCNC(=O)c2ccco2)cc1	-5.6	-4.8	-8.4	-2.5	-0.4
24	COc1cc(/C=C/C(=O)OCC(=O)N2CCCC2)ccc1OCC#N	-1.9	0.1	-11.1	-4.4	6.6

cpd	Neddyl block	SKN-1 inh	FAS-TE inh	E coli Lon inh
13	i	-9.1	-2.4	-2.2
14	i	-1.8	-0.9	-1.3
15	i	42.4*	2.6	0.6
16	i	-6.8	-4.8	-3.0
17	i	4.3	-1.5	4.5
18	i	3.1	-0.7	-11.1
19	i	-4.4	-2.8	8.4
20	i	2.4	-5.6	-2.2
21	i	-4.3	13.4	4.2
22	i	8.7	-1.8	-5.3
23	i	0.4	-4.5	-3.6
24	i	-0.4	-8.2	0.8

(cont.)
cpd	SMILES	MT1-MMP act inh	Rin1 Abl inh	PABP1 MLLE inh	MsrA act	CendR NRP1 mod
25	NC(=O)NC1CCCc2c1[nH]c1ccc(Cl)cc21 (configuration not stated)	0.9	1.1	-10.4	-2.4	6.6
26	Cc1ccc(NC(=O)CSc2nnc(C)c(=O)n2N)c(C)c1	-0.2	-0.6	-124.4	-7.2	-0.5
27	CCCCCCN1C2=NCCN2c2ccccc21	-2.4	1.8	-0.5	-4.3	-5.7
28	O=C(COC(=O)c1cccs1)NC1CCCCC1	2.9	-1.2	-3.5	-1.5	10.0
29	Cn1c(=O)c2c(ncn2CC(=O)Nc2ccccc2N2CCOCC2)n(C)c1=O	2.0	2.6	7.8	-4.1	-3.8
30	Cc1ccc(C(=O)NCCc2nnc3ccc(SCC(=O)Nc4nnc(C)s4)nn23)cc1	3.0	-0.9	4.4	-5.4	-4.3
31	Cc1c(C(=O)NC2CCN(Cc3ccccc3)C2)oc2ccc(Br)cc12 (configuration not stated)	2.0	-3.1	-3.1	1.1	-4.7
32	CCc1nc(N)nc(N)c1-c1ccc(Cl)cc1	-1.4	0.1	11.0	2.5	-3.5
33	Cc1nc2sccn2c(=O)c1S(=O)(=O)Nc1ccc(N2CCN(C)CC2)cc1	-1.4	4.2	-7.6	-2.5	-1.9
34	CCOC(=O)C1=C(COC(=O)/C=C/c2ccc(OC)c(OC)c2)NC(=O)NC1C (configuration not stated)	9.7	-0.9	4.0	-12.5	-3.1
35	O=S(=O)(Nc1cccc(S(=O)(=O)N2CCCCC2)c1)c1ccc(Cl)s1	-1.9	1.3	-1.7	-2.5	-9.7
36	CC(C)c1ccc(NC(=O)Nc2nc(C(N)COCc3ccccc3)cs2)cc1 (configuration not stated)	7.9	-0.9	0.9	-1.5	-0.1

cpd	Neddyl block	SKN-1 inh	FAS-TE inh	E coli Lon inh
25	i	-5.5	-1.2	-0.2
26	i	0.4	-4.6	-9.1
27	i	15.2	-7.1	4.2
28	i	-11.2	-1.9	-2.0
29	i	2.7	-6.4	-13.3
30	i	14.8	-7.8	-11.4
31	i	10.9	10.6	-4.4
32	i	8.5	-6.4	-6.9
33	i	-12.5	-2.7	3.0
34	i	11.2	2.0	-9.2
35	i	-7.8	15.8	-7.9
36	i	5.3	-36.5	4.4

Going on with the list:
cpd	SMILES	MT1-MMP act inh	Rin1 Abl inh	PABP1 MLLE inh	MsrA act	CendR NRP1 mod
37	Cc1[nH]c2ccccc2c1/C=N\NC(=O)Cn1nnc(-c2ccccc2)n1	0.1	0.1	16.1	-10.3	-12.5
38	Cc1ccc(C(=O)Nc2ccccc2N2CCCC2)cc1S(=O)(=O)N1CCOCC1	-2.1	3.7	1.1	-1.5	-6.7
39	COc1ccccc1N1CCN(S(=O)(=O)c2ccc(F)cc2)CC1	-4.9	0.7	-7.7	-7.5	-10.9
40	CN1C[C@@H]2C(c3ccc(Cl)nc3)C3(c4ccc(C#N)cc4)CC2(C3)[C@H]1c1ccccc1 (some centres not stated)	-0.2	-0.9	-8.5	-1.0	21.0
41	COc1cccc(OCCCn2ccnc2)c1	-2.3	4.6	6.8	-3.1	3.4
42	COc1ccccc1CN1C[C@@H]2C[C@@H](c3ccc(C)cc3)N3CCC[C@@]23C1=O	0.1	-0.3	-8.1	-1.7	-10.9
43	COc1cc2c(cc1O)C(Cc1ccc(O)cc1)[N+](C)([O-])CC2 (configuration not stated)	9.0	-0.1	-6.0	-1.7	3.4
44	COc1cc(OC)cc(N(C(=O)CNC(=O)c2cccs2)C(C(=O)NCC2CCCO2)c2ccccc2)c1 (configuration not stated)	-2.1	1.5	3.8	-2.0	3.2
45	Cc1sc2nc(CN3CCCC3)nc(N3CCN(S(=O)(=O)c4ccccc4)CC3)c2c1C	-3.5	0.2	-26.1	-1.9	-30.5
46	COc1ccc(C(CNC(=O)c2[nH]c(C)c(C(C)=O)c2C)N2CCOCC2)cc1 (configuration not stated)	-5.0	-1.3	1.4	-2.7	-2.1
47	COc1ccc(CCNC(=S)NC2CCN(Cc3ccccc3)CC2)cc1	-4.9	-3.0	3.0	-1.7	0.9
48	O=C(O)CCc1nc(-c2ccc(Cl)cc2)no1	-1.0	-1.7	6.1	-2.9	-6.5

cpd	Neddyl block	SKN-1 inh	FAS-TE inh	E coli Lon inh
37	i	1.6	-1.6	-2.8
38	i	8.5	7.5	-1.9
39	i	9.4	10.8	-3.7
40	i	8.4	33.9	-5.8
41	i	0.4	-4.2	-3.0
42	i	15.4	-3.7	2.6
43	i	0.4	-7.1	-4.2
44	i	-13.1	-6.0	-0.2
45	i	-0.2	-3.3	0.7
46	i	10.2	-5.9	-2.5
47	i	4.4	4.6	10.2
48	i	1.4	-1.7	-6.8

Next part:
cpd	SMILES	MT1-MMP act inh	Rin1 Abl inh	PABP1 MLLE inh	MsrA act	CendR NRP1 mod
49	CCC(C)NS(=O)(=O)c1ccc(NC(=O)c2cccs2)cc1 (configuration not stated)	0.9	1.5	-5.6	-0.9	16.6
50	O=C(c1ccc(Br)o1)N1CCN(c2ccccc2F)CC1	-2.7	-3.8	10.3	-12.9	0.6
51	Cc1nn(CCC(N)=S)c2nc(-c3cccs3)cc(C(F)(F)F)c12	-5.0	0.5	27.9	-2.5	6.2
52	CCn1c(SCC(=O)Nc2ccc3c(c2)OCO3)nc2ccccc21	12.9	1.6	-8.4	-0.1	5.6
53	COc1ccc(NC(=O)N(C)[C@H]2C[C@H]3c4[nH]c5ccc(-c6ccc(OC)cc6)cc5c4CCN3C(=O)[C@H]2[C@H](C)O)cc1	-5.3	2.1	-8.9	-0.8	6.6
54	COCCCN1C(=O)C(=O)/C(=C(/O)c2ccc(S(=O)(=O)N3CCCCC3)cc2)C1c1ccc(O)cc1 (configuration not stated)	2.3	6.0	11.8	-0.4	0.3
55	COc1cc(/C=C/C(=O)OCC(=O)N2CCCCCC2)ccc1OCC#N	-6.3	-2.2	6.8	-11.2	-1.9
56	C=CCN(Cc1ccc(Cl)s1)C(=O)CNC(=O)CNC(=O)c1ccc(Cl)cc1Cl	2.6	2.5	-4.0	-1.6	11.2

cpd	Neddyl block	SKN-1 inh	FAS-TE inh	E coli Lon inh
49	i	-6.3	-1.2	14.7
50	i	8.7	-4.7	12.0
51	i	8.3	24.4	2.6
52	i	-7.1	7.3	-4.1
53	nt	4.7	30.6	-9.1
54	i	5.3	-5.2	-12.9
55	i	-2.9	-4.4	2.3
56	i	6.8	5.7	-6.0
